Source: PubChem
EP2 antag: human EP2 receptor antagonists, primary screen, TR-FRET cAMP, C6 glioma cells. Prostaglandin E2 receptor EP2 subtype (Homo sapiens), P43116. C6 glioma cells expressing human EP2; cells stimulated with saturating PGE2. inhibition, % at 25 µM. actives 0.52% (n = 260,000). AID 1422, 2008;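 active = percent inhibition above 40 after rounding to a whole number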;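 note: rat C6 glioma host cells with rolipram phosphodiesterase inhibitor present; the protocol text gives 20 µM as final concentration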
Target sequence (P43116 whole entry, looked up): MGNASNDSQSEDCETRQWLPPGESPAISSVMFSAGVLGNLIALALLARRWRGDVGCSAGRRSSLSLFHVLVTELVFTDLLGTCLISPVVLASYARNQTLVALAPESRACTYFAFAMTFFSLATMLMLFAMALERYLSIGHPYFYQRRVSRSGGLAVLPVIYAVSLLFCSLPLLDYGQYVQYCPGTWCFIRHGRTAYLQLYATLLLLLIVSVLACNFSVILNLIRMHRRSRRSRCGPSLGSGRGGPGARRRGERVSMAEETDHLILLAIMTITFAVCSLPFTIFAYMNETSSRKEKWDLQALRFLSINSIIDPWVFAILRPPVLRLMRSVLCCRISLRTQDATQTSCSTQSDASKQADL
Furin inhibitor: human furin inhibitors, primary screen, biochemical, fluorescence intensity. purified furin, fluorogenic substrate cleavage. inhibition, % at 30 µM. actives 0.061% (n = 220,000); in the data active = inhibition above about 25%; note: inactives centre near -15
RBBP9 inh: human RBBP9 inhibitors, primary screen, biochemical, fluorescence polarization, FP-Rh probe, HTS; Serine hydrolase RBBP9 (Homo sapiens), O75884; recombinant RBBP9; actives 0.2% (n = 220,000); inhibition, % at 7.94 µM;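 active = inhibition above the campaign mean of all tested compounds plus 3 SD, cut at about 14% in these data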;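 note: plate controls were DMSO wells with RBBP9 for no effect and wells lacking RBBP9 protein for full effect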
Target sequence (O75884 whole entry, looked up): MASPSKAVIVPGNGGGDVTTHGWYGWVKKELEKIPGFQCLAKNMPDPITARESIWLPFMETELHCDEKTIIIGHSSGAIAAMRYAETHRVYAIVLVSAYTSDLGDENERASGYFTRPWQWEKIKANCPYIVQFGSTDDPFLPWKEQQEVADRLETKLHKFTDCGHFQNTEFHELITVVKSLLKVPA
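System: RBBP9 protein / Quantity: 2.5 µM RBBP9 dispensing solution, before mixing / Also added: Serine-hydrolase probe FP-Rh, 375 nM pre-mixing / Dosing: 7.94 µM single dose, 0.794% DMSO / Timing: enzyme-compound preincubation 30 min, then probe labeling 45 min, 25 °C / Signal: FP readout at 525/598 nm / Controls: DMSO-treated enzyme wells and wells lacking RBBP9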
TbHK1 inh: Trypanosoma brucei hexokinase 1 inhibitors, primary screen, biochemical, G6PDH-coupled NADH absorbance, MLSCN library | recombinant TbHK1, G6PDH-coupled NADH A340 | inhibition, % at 10 µM | actives 0.11% (n = 220,000);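 active = inhibition of 50% or more in the single-dose primary screen; inactive = inhibition below 50%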
Ba/F3 V617F tox: reduced viability of JAK2V617F-dependent Ba/F3 cells, primary screen, JAK2V617F inhibitor project, cell-based, Ba/F3 EpoR-JAK2V617F, luminescence. ATP luminescence. inhibition, % at 5.6 µM. actives 1.1% (n = 220,000). AID 1446, 2008;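 active = inhibition above the campaign mean plus 3 SD over all tested compounds, cut at about 24% in these data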;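 note: cytokine-independent growth of Ba/F3 cells driven by EpoR plus mutant JAK2; 0% = DMSO-treated cells and 100% = JAK inhibitor I control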
p97 inhibitor: inhibitors of human p97 ATPase, primary screen, biochemical; actives 0.42% (n = 220,000); inhibition, % at 8 µM; recombinant p97 ATPase, Kinase-Glo ATP luminescence, 3 h; Transitional endoplasmic reticulum ATPase (Homo sapiens), P55072; in the data active = inhibition above about 15%;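 note: 0% = DMSO vehicle and 100% = wells lacking enzyme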
BaF3 parental: parental Ba/F3 cell viability inhibition, counter-screen for JAK2V617F inhibitor project, murine pro-B, CellTiter-Glo luminescence | CellTiter-Glo ATP luminescence | inhibition, % at 5.6 µM | actives 1.1% (n = 220,000);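 active = inhibition above a per-campaign cutoff, the mean inhibition of all tested compounds plus 3 SD, cut at about 27% in these data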;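 note: 0% = DMSO wells and 100% = JAK Inhibitor I control wells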
NCF1 inh: p47phox/p22phox peptide binding inhibitors, primary screen, biochemical, uHTS, NADPH oxidase regulatory subunit | Neutrophil cytosol factor 1 (Homo sapiens), P14598 | AID 1274, 2008 | fluorescence polarization, 2 h | actives 0.53% (n = 220,000) | inhibition, % at 24.7 µM;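 active = inhibition above about 30%, limit read from the data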;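 note: 0% = p47phox with labelled peptide and 100% = labelled peptide alone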
Target sequence (P14598 whole entry, looked up): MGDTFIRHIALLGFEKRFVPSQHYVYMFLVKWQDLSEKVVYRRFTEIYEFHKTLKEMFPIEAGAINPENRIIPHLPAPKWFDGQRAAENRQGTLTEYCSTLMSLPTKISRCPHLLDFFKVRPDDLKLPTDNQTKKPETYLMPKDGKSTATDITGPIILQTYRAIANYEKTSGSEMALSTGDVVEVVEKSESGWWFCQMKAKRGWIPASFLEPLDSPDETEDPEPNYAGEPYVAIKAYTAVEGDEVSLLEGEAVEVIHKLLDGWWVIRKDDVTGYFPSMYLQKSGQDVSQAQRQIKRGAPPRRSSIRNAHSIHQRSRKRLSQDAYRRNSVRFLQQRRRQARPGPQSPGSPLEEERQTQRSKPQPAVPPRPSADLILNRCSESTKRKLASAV
PPC-1+TRAIL kill: compounds killing PPC-1 cancer cells with TRAIL present, primary screen, TRAIL potentiator project, ATPLite luminescence, uHTS. PPC-1 cells + TRAIL, ATPLite viability luminescence. cell killing (% activity), % at 4 µM. actives 0.41% (n = 220,000);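 active = cell killing above 50% in the first pass at 4 µM, then a duplicate retest at 5 µM averaging 50% or more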;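 note: plate controls were cells with TRAIL plus DMSO for no effect and medium-only wells lacking cells for full effect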
* hit, by the source's call; / = not tested or not shown; & = joins results of further samples; [ ] = remark or other dose. An excerpt. The share of hits here may be higher or lower than overall.

SMILES	EP2 antag	Furin inhibitor	RBBP9 inh	TbHK1 inh	Ba/F3 V617F tox	p97 inhibitor	BaF3 parental	NCF1 inh	PPC-1+TRAIL kill
O=C(c1ccc(Cl)cc1)[C@@H]1[C@@H]2C(=O)N(c3ccc(Cl)cc3)C(=O)[C@@H]2C2c3ccccc3C=NN21 (stereo partly specified)	3	-4	0	-13	-6	3	-2	-5	1
COC(=O)[C@H](CCSC)NC(=O)Nc1cccc(C)c1C	10	-22	1	-7	-2	6	-10	-4	-3
O=S(=O)([N-]c1nc2ccccc2nc1-[n+]1ccc(-c2ccncc2)cc1)c1ccccc1	6	-18	-7	-5	-2	2	2	-1	7
COc1cccc(CNC(=O)c2cnc(-c3ccccn3)nc2C(F)(F)F)c1	/	-4[20 µM]	-11	-1	-1	-9	8	-3	-20
COc1c(O)cc2oc(-c3ccc(O)c(O)c3)cc(=O)c2c1O	29	7	/	-24	/	/	/	-17	5
CC1CCN(S(=O)(=O)c2cccc(-c3cn4cc(Cl)ccc4n3)c2)CC1	27	-18[20 µM]	-2	-7	-3	0	-1	-6	-10
CCN(CC)c1cc2nonc2c2nonc12	-1	-11	-3	-8	-3	2	-1	-5	0
O=C(c1ccco1)N1CCN=C1SCc1ccccc1Cl	17	4	11	9	-3	3	7	-7	14
Cc1ccc(S(=O)(=O)/C(=C/Cl)NC(=O)c2ccccc2)cc1	10	-5	0	19	13	5	0	-4	13
Cc1ccc(CSCCNC(=O)c2cccc([N+](=O)[O-])c2)cc1	1	-17	-2	5	-3	3	1	19	26
CC(=O)Nc1ccc2oc(-c3cc(F)c(F)cc3Cl)nc2c1	7	-24[20 µM]	4	-3	-3	1	-1	-9	-15
O=C(CCc1n[nH]c(=O)[nH]c1=O)N/N=C/c1ccc(Br)o1	4	-17	-10	-7	1	-3	4	-3	-2
CCC(C)OC(=O)C1=C(C)O[C@]23OC(N)=C(C#N)[C@]12C(=O)c1ccccc13 (stereo partly specified)	17	-17[20 µM]	8	2	-2	3	6	-9	12
COc1ccc(CC(=O)Nc2ccc(-c3nnc(-c4ccccc4)o3)cc2)cc1	/	-7	-10	-9	-3	-3	4	6	14
O=C(NCC1CCCO1)C(c1cccnc1)N(C(=O)Cc1cccs1)c1cccnc1 (stereo unspecified)	7	-14[20 µM]	-10	13	2	-1	3	-7	-5
COc1ccccc1-c1nnc(SCC(=O)O)n1-c1ccc(C)cc1	8	-26	-1	-5	0	-1	5	-12	/
COc1cc(S(=O)(=O)Nc2c(C)cc(C)cc2C)ccc1Cl	5	-1[20 µM]	-15	8	3	-8	2	-14	26
Clc1ccc(OCc2cc(-c3ccccc3)no2)c(Cl)c1	4	-7[20 µM]	-6	5	4	-9	5	-16	26
COC(=O)C(Cc1ccc(O)cc1)NC(=O)CCC(=O)Nc1ccc(S(N)(=O)=O)cc1 (stereo unspecified)	14	-19	-3	6	-1	4	5	-5	7
O=C(NNC(=O)c1ccc(O)cc1O)c1ccc(Cl)cc1	8	-8[20 µM]	4	-7	-1	3	-1	-4	16
Cc1ccc(-n2c(-c3ccccc3)cc(/C=N/NC(=O)CC#N)c2-c2ccccc2)cc1	8	-23	-5	-17	-3	6	2	-11	35
COc1ccc(C(=O)NNC(=S)Nc2ccccc2)cc1	1	-29	-2	-5	2	4	3	-6	22
Cc1nn(C(C)C(=O)NC2C(=O)N3C(C(=O)O)=C(CSc4nnnn4C)CSC23)cc1Cl (stereo unspecified)	7	-17	-4	7	-6	7	-1	-1	13
OCCn1c(-c2ccc(F)cc2)csc1=Nc1ccccc1	10	-19	-8	-5	-2	3	1	-2	31
COc1ccc(CN(C)CC(=O)Nc2sc3c(c2C#N)CCC3)c(OC)c1	3	-14	5	-1	-3	0	2	-24	-8
CC(=O)Nc1ccc(S(=O)(=O)N[C@H](C(=O)O)C(C)C)cc1	8	-17	-3	-4	0	-3	0	-8	14
CC(C)Cc1cc(C(=O)N2CCC(N3CCC(C(=O)N4CCCC4)CC3)CC2)n[nH]1	4	-18	-8	3	2	-4	0	-1	18
Cc1ccc(S(=O)(=O)Nc2cc(C(=O)Nc3cc(C)cc(C)c3)ccc2Cl)cc1	10	-5[20 µM]	-6	1	-3	1	2	-5	25
O=C(NCC1CCCO1)c1onc(CSc2cccc(Cl)c2)c1C(=O)O (stereo unspecified)	7	-10[20 µM]	-9	-3	0	-3	2	3	-6
CC1CN(C(=O)C2CCCN2S(=O)(=O)c2ccc(Cl)cc2)CC(C)O1 (stereo unspecified)	17	-13	-2	0	6	-1	7	-10	24
Nc1cc(=O)[nH]c(SCC(=O)Nc2ccc(Cl)c(Cl)c2)n1	8	-12[20 µM]	-4	2	-3	3	0	-20	21
CC(=O)C1=C(C)NC(SCC(=O)c2ccc(Cl)cc2)=C(C#N)C1CC(C)C (stereo unspecified)	10	-25[20 µM]	-4	-4	-1	0	7	-1	-4
O=C(NC(=S)NCC1CCCO1)c1ccc([N+](=O)[O-])cc1 (stereo unspecified)	12	-13	-6	30	0	0	4	2	20
CCCC(=O)NC(NC(=S)Nc1c(C)n(C)n(-c2ccccc2)c1=O)C(Cl)(Cl)Cl (stereo unspecified)	12	-19[20 µM]	-2	1	-4	0	0	-13	7
Cc1cccc(C(=O)Nc2ccccc2N2CCN(c3ccc(F)cc3)CC2)c1	16	-6[20 µM]	-4	5	-5	1	2	-21	1
CCc1ccnc(NS(=O)(=O)c2ccc3c(c2)OCCO3)c1	13	-12	1	-5	-2	6	-1	-10	19
CC(=O)c1ccc(NC(=O)C(C)N(C)CC(=O)Nc2cccc(F)c2)cc1 (stereo unspecified)	7	-8	3	1	3	3	1	1	-3
COc1ccc(/C=N/n2c(=O)[nH]c3c([nH]c4ccc(C)cc43)c2=O)cc1CN1CCOCC1	4	32*[20 µM]	7	-18	0	3	2	-4	16
Cc1ccc(C)c(NC(=S)NNC(=O)c2ccc(Br)o2)c1	/	-15[20 µM]	-3	-6	-2	5	0	-13	2
COc1cc(/C=C2/C(=N)N3C=CSC3=NC2=O)ccc1OCCCOc1ccccc1C	18	-21[20 µM]	3	-17	-3	2	2	-18	5

3 compounds picked at random from the list so far, as already listed:
SMILES	EP2 antag	Furin inhibitor	RBBP9 inh	TbHK1 inh	Ba/F3 V617F tox	p97 inhibitor	BaF3 parental	NCF1 inh	PPC-1+TRAIL kill
O=C(NC(=S)NCC1CCCO1)c1ccc([N+](=O)[O-])cc1 (stereo unspecified)	12	-13	-6	30	0	0	4	2	20
CC(=O)C1=C(C)NC(SCC(=O)c2ccc(Cl)cc2)=C(C#N)C1CC(C)C (stereo unspecified)	10	-25[20 µM]	-4	-4	-1	0	7	-1	-4
Cc1nn(C(C)C(=O)NC2C(=O)N3C(C(=O)O)=C(CSc4nnnn4C)CSC23)cc1Cl (stereo unspecified)	7	-17	-4	7	-6	7	-1	-1	13

Remaining list, next part
SMILES	EP2 antag	Furin inhibitor	RBBP9 inh	TbHK1 inh	Ba/F3 V617F tox	p97 inhibitor	BaF3 parental	NCF1 inh	PPC-1+TRAIL kill
CCOC(=O)CCCn1ncn2c(cc3occc32)c1=O	7	-11[20 µM]	-4	-5	-2	2	3	-6	-10
CCOC(=O)Cc1c(C)c2c(O)cc(O)cc2oc1=O	16	-6[20 µM]	3	-16	-4	2	-1	-5	-6
Cc1nnc(SCC(=O)N(C)CC(=O)Nc2ccc(F)cc2)n1Cc1ccccc1	4	-10	-5	-3	-5	1	-2	-2	-2
CCCCCCCNC(=O)c1ccc(N2CCC3(CC2)OCCO3)c([N+](=O)[O-])c1	16	-1	-7	21	-2	1	4	-6	10
COc1ccc(NCc2nnc(SCC(=O)Nc3ccc(OC)cc3OC)o2)cc1	5&5	-10	0	-4	-2	3	3	2	3
S=C(NCCCN1CCOCC1)Nc1cccc(Cl)c1	9	-15	0	0	1	5	7	0	12
Brc1ccc(-c2cn3c(n2)CCc2ccc4cccnc4c2-3)cc1	15	-14[20 µM]	-3	-4	-3	4	3	-27	30
CCCOC(=O)Nc1cc(OC)ccc1[N+](=O)[O-]	4	-6	-2	-8	5	0	11	1	-16
N#Cc1c(N)oc(-c2ccccc2)c1-c1ccccc1	25	-20	-11	-4	0	-3	4	2	24
CCOC(=O)C1=C(C)NC(SC)=NC1c1ccc(OC)cc1 (stereo unspecified)	/	-10[20 µM]	5	-11	-2	1	0	-11	8
COCCNC(=O)Cn1cc(S(=O)(=O)N2CCN(c3ccccc3F)CC2)c2ccccc2c1=O	3	-35	-6	-10	-2	-2	6	-7	12
COc1ccc(/C=C2\SC(=O)N(CC(=O)NNC(=O)c3ccccc3O)C2=O)cc1	11	-10	-7	-15	3	1	9	15	23
Cc1ccc(C)c(N(CC(=O)NCCC2=CCCCC2)S(C)(=O)=O)c1	-1	-15[20 µM]	3	14	-1	-2	2	-14	-1
COc1ccc(-n2c(-c3ccc(F)cc3)cnc2SCC(=O)NCc2ccco2)cc1	7	-24[20 µM]	-6	5	0	1	3	-15	2
N#C/C(=N\Nc1cccc(F)c1)C(=N)N1CCCCCC1	6	-6	-10	-6	3	-7	-1	2	30
CCOC(=O)c1cc(CC)sc1/N=C/C1=C(O)CC(C)(C)CC1=O	3	5	-7	-1	-1	7	0	-6	24
c1cc(-c2noc(CCC3CCCC3)n2)ccn1	9	-12[20 µM]	6	5	0	4	4	-2	34
O=C(O)C1=C[C@H](c2ccc(C(F)(F)F)cc2)C[C@H](OCc2ccc(CO)cc2)O1	2	-31	-4	-7	-1	6	-6	-6	0
COC(=O)CCC(=O)OC1(C)C(=O)C=C2C=C3CCCN3C=C2C1=O (stereo unspecified)	18	-9	/	-39	/	/	/	8	4
COc1cc(NC(=O)c2cccc(Cl)c2)ccc1NC(=O)c1cccs1	11	-15	2	6	1	8	8	-5	14
COc1cc(C2c3c(n[nH]c3C)C(=O)N2c2ccc(C)cc2)ccc1O (stereo unspecified)	6	-7	-5	2	-3	7	0	-8	10
CCc1ccc(C(=O)Cn2ncc(Cl)c(Cl)c2=O)cc1	25	-10[20 µM]	-2	4	4	-4	0	-14	27
COc1cccc(NC(=O)Cc2nnc(SCCOc3ccccc3)n2C)c1	18	-12[20 µM]	6	-1	-2	0	4	-1	-2
CC(C)(C)c1ccc(/C=C/C(=O)Nc2ccncc2)cc1	7	7	-6	8	-5	0	3	-5	31
C/C(=N\NC(=O)c1ccc2nc[nH]c2c1)c1ccc([N+](=O)[O-])cc1	6	-13	-6	-48	3	-6	2	-5	-2
O=C(N/N=C1/CC2C=CCC12)c1ccco1 (stereo unspecified)	4	-7	-6	0	3	-5	7	3	12
COCCNC(=O)CN(C(=O)CCC(=O)Nc1cc(C)on1)c1ccc(C)cc1C	4	-27	4	-3	1	3	2	-9	5
O=c1c2ccccc2nnn1CCN1CCOCC1	3	-29	9	-3	-1	3	-1	-2	-2

Single records (already shown). Values in the order: EP2 antag | Furin inhibitor | RBBP9 inh | TbHK1 inh | Ba/F3 V617F tox | p97 inhibitor | BaF3 parental | NCF1 inh | PPC-1+TRAIL kill
Listed for COc1cc(C2c3c(n[nH]c3C)C(=O)N2c2ccc(C)cc2)ccc1O (stereo unspecified) → 6 | -7 | -5 | 2 | -3 | 7 | 0 | -8 | 10
Listed for O=c1c2ccccc2nnn1CCN1CCOCC1 → 3 | -29 | 9 | -3 | -1 | 3 | -1 | -2 | -2
